EBNA-1 inhibitor: blocks EBNA-1 binding to DNA; EBNA-1 DNA binding, fluorescence polarization; inhibition, % at 14.8 µM; actives 0.34% (n = 300,000); in the data active means inhibition above about 28%
Efflux pump mplx: inhibitors of Candida antifungal efflux pumps expressed in yeast. S. cerevisiae Candida pump triplex, Nile Red efflux. inhibition, % at 10 µM. actives 0.44% (n = 330,000). AID 485275;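 active means plate passing quality check with inhibition over a set limit, or well fluorescence over plate mean plus 4 SD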;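 further: Nile Red retained in pooled yeast measured as flow cytometry median fluorescence; 0% = buffer negative control and 100% = Enniatin B positive control; higher means more Nile Red kept so more efflux inhibition; some compounds called inactive have numbers as strong as hits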
PP1 inh: PP1-alpha (human) inhibition in PP5 counter-screen. P62136. purified PP1alpha, OMFP fluorescence. inhibition, % at 6.7 µM. actives 0.9% (n = 320,000);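 active means inhibition above the mean inhibition of all tested compounds plus 3 SD, computed separately for each screening campaign, cut at about 15% in these data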
TPT1 inhibitor: blocks Candida albicans tRNA 2'-phosphotransferase; actives 0.81% (n = 300,000); inhibition, % at 5 µM; recombinant caTPT1, FP RNA substrate dephosphorylation;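 active means inhibition above the mean of all tested compounds plus 3 SD, set per screening campaign, cut at about 24% in these data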;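 further: plate controls were DMSO alone for no effect and ferristatin control at 100 nM for full effect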
ZTA DNA inh: counter-screen for EBNA-1 inhibitors: inhibitors of Epstein-Barr virus ZTA. ZTA-DNA binding, fluorescence polarization. inhibition, % at 11 µM. P03206. actives 0.15% (n = 320,000); in the data active means inhibition above about 33%
Target sequence (P03206 whole entry, looked up): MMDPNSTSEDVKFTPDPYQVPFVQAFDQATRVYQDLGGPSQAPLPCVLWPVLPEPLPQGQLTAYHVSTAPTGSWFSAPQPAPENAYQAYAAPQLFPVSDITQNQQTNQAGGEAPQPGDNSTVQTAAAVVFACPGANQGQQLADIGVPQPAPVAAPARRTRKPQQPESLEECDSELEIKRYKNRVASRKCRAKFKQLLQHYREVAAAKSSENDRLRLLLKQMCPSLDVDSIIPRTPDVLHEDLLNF
Fh CTSL1 inh: blocks F. hepatica cathepsin L1 in PFM18AAP counter-screen; inhibition, % at 5.96 µM; actives 0.49% (n = 300,000); AID 1906; recombinant F. hepatica cathepsin L1, Z-Leu-Arg-MCA fluorescence;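 active means inhibition above the mean of all tested compounds plus 3 SD, set per screening campaign, cut at about 17% in these data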;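 further: 0% = plate median of test compound wells and 100% = 1 µM Z-Phe-Ala-diazomethylketone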
PP5 inh: PP5 (human) phosphatase inhibition; AID 1987; actives 0.18% (n = 320,000); purified PP5c, OMFP substrate fluorescence; P53041; inhibition, % at 6.7 µM;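 active means inhibition above the campaign's mean inhibition across all tested compounds plus 3 SD, cut at about 9.5% in these data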;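 further: 0% = DMSO only and 100% = 100 µM cantharidin control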
PREPL inh: human PREPL enzyme inhibition; actives 0.68% (n = 320,000); recombinant PREPL, fluorescence polarization activity-based probe; inhibition, % at 5.96 µM; Q4J6C6; in the data active means inhibition above about 43%;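 further: 0% = enzyme with DMSO and 100% = wells lacking enzyme; many of its hits are not listed in these tables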
Target sequence (Q4J6C6 whole entry, looked up): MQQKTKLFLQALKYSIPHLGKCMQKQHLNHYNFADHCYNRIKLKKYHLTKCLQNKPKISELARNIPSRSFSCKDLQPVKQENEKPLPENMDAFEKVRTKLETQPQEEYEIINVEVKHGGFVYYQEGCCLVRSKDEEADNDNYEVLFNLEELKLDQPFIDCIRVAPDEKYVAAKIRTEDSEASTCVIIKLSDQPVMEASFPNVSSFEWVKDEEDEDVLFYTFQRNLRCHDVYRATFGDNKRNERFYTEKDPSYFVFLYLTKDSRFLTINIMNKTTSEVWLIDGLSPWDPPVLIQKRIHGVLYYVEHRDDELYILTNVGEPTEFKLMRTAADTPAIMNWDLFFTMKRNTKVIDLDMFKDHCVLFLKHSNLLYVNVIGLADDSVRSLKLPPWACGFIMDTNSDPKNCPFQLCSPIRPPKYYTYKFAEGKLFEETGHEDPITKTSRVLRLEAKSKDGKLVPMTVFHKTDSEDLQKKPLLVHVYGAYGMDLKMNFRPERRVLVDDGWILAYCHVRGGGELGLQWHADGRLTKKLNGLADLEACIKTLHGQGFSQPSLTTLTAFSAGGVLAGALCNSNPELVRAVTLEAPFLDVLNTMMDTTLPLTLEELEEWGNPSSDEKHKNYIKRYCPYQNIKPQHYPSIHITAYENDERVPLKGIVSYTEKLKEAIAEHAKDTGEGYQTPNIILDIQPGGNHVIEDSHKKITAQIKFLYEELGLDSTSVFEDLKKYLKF
HCV core dimer: HCV core protein dimerization inhibition; TR-FRET GST/Flag-core106 dimerization, 1536-well; AID 1899; inhibition, % at 5 µM; actives 0.33% (n = 300,000);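 active means inhibition above the mean of all tested compounds plus 3 SD, set per screening campaign, cut at about 45% in these data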
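Material: GST/Flag-tagged HCV core106 proteins. Incubation: 4 h, 22.5 °C incubation. Read-out basis: inhibition (%) from 671 over 617 nm ratio. Measured by: TR-FRET, excitation 340 nm, emission 617 and 671 nm.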
The depositor's hits bear a star; . = not tested or not shown. These rows are one share of the data, so the mix of outcomes need not match the whole.

SMILES	EBNA-1 inhibitor	Efflux pump mplx	PP1 inh	TPT1 inhibitor	ZTA DNA inh	Fh CTSL1 inh	PP5 inh	PREPL inh	HCV core dimer
CC12CCC(C(=O)N/N=C/c3ccc(O)cc3)(OC1=O)C2(C)C (stereo not drawn)	-16	0.1	-4	-1	-11	-2	0.3	-3	-2
CC1(C)CC(=O)C2=C(C1)Oc1ncn(CCO)c(=N)c1C2c1ccccc1 (stereo not drawn)	-4	0.3	-1	5	0	-1	3.7	17	-2
COc1ccc(C(CC(=O)c2ccccc2)CC(=O)c2ccccc2)cc1	-3	0.1	-1	0	-13	-1	2.9	10	7
Cc1ccc(SCC(=O)c2cc(C)c(OC(=S)N(C)C)c(C)c2)cc1	1	-0.2	3	-6	6	1	-1.4	4	1
COc1ccc(S(=O)(=O)N2CC(O)C[C@H]2C(=O)OCC(=O)N2CCCCCC2)cc1 (stereo partly drawn)	4	0.0	2	-1	-18	-5	-5.6	12	-1
Cc1ccc(S(=O)(=O)N2CCN(C3CCC(c4ccccc4)CC3)CC2)cc1 (stereo not drawn)	-9	0.7	0	2	-19	2	2.2	6	-2
Cc1ccccc1NC(=O)Nc1ccc2c(c1)OCO2	13	0.1	-3	0	-6	-1	0.5	-2	-1
O=C(O)CSc1nccc2ccccc12	-14	0.1	-2	6	3	4	0.4	6	0
Cc1occc1C(=O)Nc1cccnc1	2	0.0	1	-1	-19	-1	0.8	1	0
Cc1nnc(SCC(=O)NC2CCCCC2)s1	5	0.1	4	-3	12	-3	-2.6	-4	8
CC(C)(C)n1nnnc1C(c1ccc(F)cc1)N1CCC(C(N)=O)CC1 (stereo not drawn)	5	0.0	-4	2	14	4	-3.8	-1	2
CC(C)CNC(=O)c1cc(S(=O)(=O)N2CCOCC2)ccc1N1CCCC1	-2	-0.8	-1	-3	3	-4	0.8	0	-3
CC1CCN(c2ccc([N+](=O)[O-])cc2C(=O)N2CCOCC2)CC1	0	0.5	-15	4	-15	1	-4.1	20	12
CCOc1ccccc1N(CC(=O)Nc1ccc2c(c1)OCO2)S(C)(=O)=O	6	-0.1	-2	3	1	3	0.2	3	-6
Cn1nc(C(=O)NCCN2CCOCC2)c2ccccc2c1=O	-4	0.2	-4	3	17	3	3.8	3	1
CCCCSc1cc(C)nc(N)n1	-10	0.4	-2	-1	-2	-5	-2.4	16	-2
COc1cccc(C(=O)N/N=C(\CC(C)C)c2ccccc2)c1	-3	-0.3	1	1	-35	0	1.8	13	-10
N#Cc1ccccc1S(=O)(=O)N1CCN(CC(O)CN2CCOCC2)CC1 (stereo not drawn)	.	-0.1	2	.	3	.	1.3	1	.
COc1ccc(-c2nnn(CC(=O)NC(=O)NC3CCCCC3)n2)cc1OC	.	-0.1	1	.	6	.	1.8	2	.
COc1cc(OC)cc(C(=O)N[C@H](C(=O)Nc2cc(F)ccc2C)C(C)C)c1	5	0.2	2	1	-3	2	0.4	-7	0
OCCCNCc1ccc(N(c2ccccc2)c2ccccc2)cc1	-3	-0.1	2	-3	-1	8	-1.6	35	-6
O=C1C=C(c2ccc3c(c2)oc2ccccc23)C[C@@H](c2ccc(Cl)cc2)C1	.	-0.1	-3	.	-7	.	-1.2	-11	.
O=C(/C=C/c1ccccc1Cl)Nc1ccccc1	-6	0.1	-3	-2	-2	-2	1.9	-2	2
CCOc1ccc(CNC(=O)C2CCN(S(=O)(=O)CC)CC2)cc1OC	7	0.1	-4	2	2	-2	0.5	1	-2
O=C(CN1C(=O)NC(Cc2c[nH]c3ccccc23)C1=O)Nc1ccccc1Br (stereo not drawn)	.	0.0	4	.	13	.	2.0	9	.
Cc1cc(Cl)ccc1OC(C)c1nnc(N)s1 (stereo not drawn)	-16	0.4	3	-1	-13	-2	3.7	5	0
Cc1ccc(C)c(NC(=O)CSc2nnc(C)c(=O)n2N)c1	-4	0.3	-3	1	9	-3	3.2	-10	-5
Cc1ccc(NS(=O)(=O)c2cc(C(=O)OCC(=O)NCC3CCCO3)ccc2C)cc1 (stereo not drawn)	6	0.2	-5	0	1	-2	1.5	-5	-5
Cc1c(C(=O)n2cnc3ccccc32)cccc1[N+](=O)[O-]	-9	0.0	1	3	-15	-5	-0.2	-14	-3
CC(=O)Nc1ccccc1NS(=O)(=O)c1cccc([N+](=O)[O-])c1	-11	0.3	-7	1	-3	19*	1.9	-3	-1
O=S1(=O)NC(=NCC(c2ccco2)N2CCCCC2)c2ccccc21 (stereo not drawn)	13	0.2	-5	2	13	4	-2.4	9	2
O=C(CN(C1CCCCC1)S(=O)(=O)c1ccc(Cl)cc1)N1CCOCC1	3	-0.1	-1	-1	-5	0	-0.6	4	-4
Clc1ccccc1-c1nnc2sc(-c3ccco3)nn12	-6	-0.2	0	0	-16	0	-0.3	12	-1
CC(COC(=O)c1ccccc1)(COC(=O)c1ccccc1)/[N+]([O-])=C/c1ccccc1	3	0.0	0	-2	-2	3	0.7	25	-1
Cc1[nH]c(=O)c(C#N)c(C)c1CCC(=O)N(C)CC(=O)Nc1ccc(Cl)c(Cl)c1	1	-0.2	-3	-1	-2	-1	0.2	1	2
CNS(=O)(=O)c1cccc(C(=O)OCC(=O)Nc2ccc(N3CCCCC3)cc2)c1	4	0.2	1	0	2	-2	1.3	5	1
Cc1cc2c(cc1S(=O)(=O)CCC(=O)NCCc1ccccc1)OCC(=O)N2	7	-0.1	2	-3	0	9	2.6	12	-9
Cc1ccccc1-n1nc2c(c1NC(=O)CC(C)C)CS(=O)C2 (stereo not drawn)	-11	-0.1	-3	-1	-10	3	-3.0	16	-1
Nc1ccc(C(=O)NCC2(c3ccccc3)CCCC2)cc1	-10	0.1	-4	0	-4	-6	0.8	12	4
C=Cn1cc[n+](CC(=O)c2cccs2)c1	19	-0.1	1	-1	3	-5	0.5	12	9
CCOC(=O)Nc1ccc(OC)c([N+](=O)[O-])c1	-5	-0.1	-1	2	6	-7	2.7	2	-5
Cc1ccc(C(=O)c2ccccc2C(=O)OCC(=O)Nc2cccc([N+](=O)[O-])c2)cc1	-6	-0.3	1	-2	1	-25	-1.0	-44	7
CC(C)Cn1cc(C(=O)N2CCC(C)CC2)c2c3ccccc3n(C)c2c1=O	1	0.0	6	1	2	-6	1.7	-3	6
O=[N+]([O-])c1cccc(S(=O)(=O)N2CCN(S(=O)(=O)N3CCCCCC3)CC2)c1	1	0.1	6	-4	-12	1	2.5	-2	7
COC(=O)c1ccccc1NC(=O)C1CCN(S(=O)(=O)c2cc(OC)ccc2OC)CC1	-5	0.0	-3	1	-17	-5	0.8	4	5
Nc1nc(SCCO)[nH]c(=O)c1NC(=O)c1ccc(Br)o1	-6	-0.4	-9	-4	-8	-1	-1.6	7	2
COc1ccc(C)cc1NC(=O)c1ccccc1N(C)S(=O)(=O)c1ccccc1	-5	0.4	5	1	9	-1	1.6	0	4
CC(=O)c1c(C)[nH]c(C(=O)OCc2cccc(C)c2)c1C	0	-0.1	-5	1	7	3	1.6	-7	11
CCN(CC)C(=S)SCC(=O)Nc1ncc2c(n1)CC(C)(C)CC2=O	-12	0.1	-1	-2	-9	0	1.1	10	-5
Cc1c(C(=O)NC2CC2)oc2ccc(S(=O)(=O)N3CCCCCC3)cc12	6	0.1	-1	1	11	-15	1.1	-7	8

Among those listed so far, 9 contain an aryl methoxy group.
SMILES	EBNA-1 inhibitor	Efflux pump mplx	PP1 inh	TPT1 inhibitor	ZTA DNA inh	Fh CTSL1 inh	PP5 inh	PREPL inh	HCV core dimer
COc1ccc(C(CC(=O)c2ccccc2)CC(=O)c2ccccc2)cc1	-3	0.1	-1	0	-13	-1	2.9	10	7
COc1ccc(S(=O)(=O)N2CC(O)C[C@H]2C(=O)OCC(=O)N2CCCCCC2)cc1 (stereo partly drawn)	4	0.0	2	-1	-18	-5	-5.6	12	-1
COc1cccc(C(=O)N/N=C(\CC(C)C)c2ccccc2)c1	-3	-0.3	1	1	-35	0	1.8	13	-10
COc1ccc(-c2nnn(CC(=O)NC(=O)NC3CCCCC3)n2)cc1OC	.	-0.1	1	.	6	.	1.8	2	.
COc1cc(OC)cc(C(=O)N[C@H](C(=O)Nc2cc(F)ccc2C)C(C)C)c1	5	0.2	2	1	-3	2	0.4	-7	0
CCOc1ccc(CNC(=O)C2CCN(S(=O)(=O)CC)CC2)cc1OC	7	0.1	-4	2	2	-2	0.5	1	-2
CCOC(=O)Nc1ccc(OC)c([N+](=O)[O-])c1	-5	-0.1	-1	2	6	-7	2.7	2	-5
COC(=O)c1ccccc1NC(=O)C1CCN(S(=O)(=O)c2cc(OC)ccc2OC)CC1	-5	0.0	-3	1	-17	-5	0.8	4	5
COc1ccc(C)cc1NC(=O)c1ccccc1N(C)S(=O)(=O)c1ccccc1	-5	0.4	5	1	9	-1	1.6	0	4

Going on with the list:
SMILES	EBNA-1 inhibitor	Efflux pump mplx	PP1 inh	TPT1 inhibitor	ZTA DNA inh	Fh CTSL1 inh	PP5 inh	PREPL inh	HCV core dimer
CCn1c(=O)c(C(=O)Nc2nc3ccccc3[nH]2)c(O)c2ccccc21	26	-0.1	8	-3	3	-3	2.5	0	1
COc1ccc2nc(SCC(=O)NC3CCCCC3C)[nH]c2c1 (stereo not drawn)	.	-0.1	0	.	-6	.	0.6	2	.
COC(=O)c1cc(OC)c(OC)cc1NC(=O)Nc1cccc(C(C)=O)c1	-2	0.4	-3	-1	0	0	-0.1	-2	-3
CN(CC(=O)Nc1ccccc1Cl)C(=O)C1CCN(C(=O)c2ccc(F)cc2)CC1	.	0.1	3	.	4	.	3.5	14	.
O=C(CSc1nc2cc([N+](=O)[O-])ccc2n1-c1ccccc1)NCc1ccc2c(c1)OCO2	4	-0.6	-4	-3	7	9	-1.3	3	23
CC(=O)NC(C)C12CC3CC(CC(C(=O)O)(C3)C1)C2 (stereo not drawn)	11	-0.2	5	2	11	1	0.1	-3	-4
Cc1ccc(C(C)C)cc1S(=O)(=O)Nc1ccncc1	0	0.0	2	0	8	3	-0.5	-1	1
C=CCOc1ccc(CNn2cn[nH]c2=S)cc1OC	0	-0.1	-3	-4	-12	-5	0.7	14	-3
Cc1ccc2nc3c(c(C(=O)OCC(=O)NC4CCS(=O)(=O)C4)c2c1)CCCC3 (stereo not drawn)	-13	-0.1	0	0	3	-5	-0.3	-1	-1
N#Cc1cc(S(=O)(=O)N2CCOCC2)ccc1N1CCOCC1	-4	0.2	-17	2	-3	-1	-5.7	5	-13
CC(C)Cn1nc(C(=O)NCc2ccccc2CN2CCCC2)c2ccccc2c1=O	.	0.0	7	.	-7	.	-2.5	8	.
O=S(=O)(c1ccc(Br)cc1)N1CCCN(Cc2ccccc2F)CC1	9	6.8*	3	0	3	1	-0.9	-17	5
CC(NC(=O)Cn1ccsc1=N)C12CC3CC(CC(C3)C1)C2 (stereo not drawn)	-13	-0.1	10	0	1	-3	3.5	-3	3
Cc1ccc2[nH]c(=O)c(CN(CCCO)C(C)c3nnnn3Cc3ccco3)cc2c1 (stereo not drawn)	-4	0.2	-2	2	8	2	1.9	0	4

Bioassay records: PubChem, several laboratories
